ERK EGF block: qHTS Assay for Inhibitors of the ERK Signaling Pathway using a Homogeneous Screening Assay; Stimulation with EGF; AID 1454, 2008; 130,000 compounds, 0.41% hits; HEK293-V1b, EGF-stimulated phospho-ERK AlphaScreen; Potency, µM (titrated, usually from 11.5 µM), inactives show at the top dose activity change, negative = inhibition, actives largely listed as inhibitors; active = well fitted inhibition curve with a large enough effect; inconclusive = small, poorly fitted or top-dose-only effect, or effect the other way;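 note: plate controls were stimulated vehicle wells for no effect and unstimulated vehicle basal for full effect; nearly all actives have a fitted effect of over 55% in size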
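EGF-stimulated (25 nM, 5 min) phospho-ERK in HEK293 cells stably expressing V1b, cells pretreated 30 min with compound at 37C. Homogeneous AlphaScreen read on lysates.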
Numbers without * were called inactive; u = inconclusive; [ ] = another dose, or the depositor's remark. Potency is the fitted concentration of half-maximal effect.

SMILES | ERK EGF block
COc1cccc(C(=O)C2CCCN(Cc3cn(C)nc3-c3ccccc3)C2)c1 (stereo not drawn) | -10%[57.5 µM]
Cc1nc(N2CCCCC2)sc1C(=O)c1ccc(Cl)c([N+](=O)[O-])c1 | u
CC(C)(C)c1ccc(OCCNC(=S)NC(=O)c2cccnc2)cc1 | 7%
O=C(NC1CCS(=O)(=O)C1)C1CCCN(S(=O)(=O)c2ccc(Cl)cc2)C1 (stereo not drawn) | -6%
Cc1nc2ccccc2nc(=O)c1NNc1ccc([N+](=O)[O-])cc1 | -2%[57.5 µM]
Cc1nc(C/C(=N\N)c2ccc(O)cc2O)cs1 | 8%
CN(CCO)c1cc(N2CCC3(CC2)OCCO3)c2nonc2c1[N+](=O)[O-] | 3%
O=C(NCC1CCCO1)c1cncc(Br)c1 (stereo not drawn) | 0%
COc1cc(/C=C(/C#N)C(=O)Nc2ccccc2)c(Br)cc1OCc1ccc(C(=O)O)cc1 | -1%[57.5 µM]
NC(C(=O)N[C@@H]1C(=O)N2C(C(=O)O)=C(Cl)CS[C@H]12)c1ccccc1 (stereo partly drawn) | 2%
O=C1NC(=O)/C(=C\c2ccc(Cl)nc2)S1 | -6%
Cc1cccc(NC(=O)C(c2ccccc2Cl)N2CCOCC2)c1 (stereo not drawn) | 0%
O=C1c2cccc3cccc(c23)C(=O)N1Cc1ccccc1 | 0%
COc1ccc(OCC(=O)Nc2ccccc2C(=O)NC(C)C)cc1 | 3%
NC(=O)CN1CCN(S(=O)(=O)c2ccc(Br)cc2)CC1 | -7%
O=C1c2cccc3cccc(c23)C(=O)N1CCCc1n[nH]c(=S)n1-c1ccccc1 | -4%
CCSC1=NCCN1S(=O)(=O)c1ccc(NC(C)=O)cc1 | 4%
CC(OCC(O)CN(C)Cc1nc2ccccc2c(=O)[nH]1)c1ccc(Cl)cc1 (stereo not drawn) | 0%
CC(C)C[C@@H](CC(=O)N[C@@H](CCC(=O)O)CC(=O)O)NC(=O)[C@@H]1CCCC[C@H]1NC(=O)C[C@@H](NC(=O)C[C@H](Cc1ccccc1)NC(=O)[C@@H]1CNCC[C@H]1N)C(C)C | -16%
CCN(CC)S(=O)(=O)c1cccc(NC(=O)c2cncc(Br)c2)c1 | -7%
CC(C)[C@H](NC(=O)c1ccccc1)C(=O)OCC(=O)N1CCN(C(=O)c2ccco2)CC1 | -1%
N/C(=N\OC(=O)c1cccc(Cn2cc(C(F)(F)F)ccc2=O)c1)c1ccc(Cl)cc1 | u
CC12CCC(C(=O)N3CCC(Cc4ccccc4)CC3)(C(=O)C1=O)C2(C)C (stereo not drawn) | -1%
COC(=O)c1ccc(N2C(=O)C3CC(C)=C(C)CC3C2=O)cc1 (stereo not drawn) | -1%
COc1ccc(C2CC(c3ccc4ccccc4c3)=NN2C(=O)CN2CCC(C(N)=O)CC2)cc1 (stereo not drawn) | 31%
Cc1cc(C)n(C(=O)c2ccc(C)c(F)c2F)n1 | 2%
CN(/N=C/c1cc([N+](=O)[O-])ccc1O)c1ccccc1 | 1%
Cc1ccc(C)c(/C=N/Nc2ccccn2)c1 | 8%
CCOC(=O)c1sc(SC)c2c1CCCC2=O | 8%[57.5 µM]
COc1cccc2sc(NNC(=O)COc3ccccc3)nc12 | 0%
O=C(NNC(=O)c1cccs1)c1ccncc1 | -1%
CNC(=S)N/N=C/c1ccco1 | 16%[57.5 µM]
CCCC(=O)Nc1ccc(NC(=S)NC(=O)c2ccccc2[N+](=O)[O-])cc1 | 6%
Cc1ccc2nsnc2c1NC(=O)COc1ccccc1 | -5%
Cc1cc(=O)oc2cc(OCC(=O)N/N=C/c3cc([N+](=O)[O-])ccc3O)ccc12 | 6%
Cc1ccc(C2=NC3(CCCCC3)N=C2SCC(=O)Nc2ccc3c(c2)OCCO3)cc1 | u
O=C1CCCC2=C1C(c1ccc(O)cc1)c1c(ccc3ccccc13)N2 (stereo not drawn) | -2%
COc1ccc(NC(=O)c2ccc(Cc3ccc(C)cc3)o2)cc1 | -33%
CC1C/C(=N/Nc2ccc([N+](=O)[O-])cc2[N+](=O)[O-])CC(C)(C)C1 (stereo not drawn) | 13µM*
Cc1cc([N+](=O)[O-])nn1CC(=O)NCc1nc2ccccc2[nH]1 | 5%
O=C(NCCCN1CCOCC1)C(=O)NCc1ccco1 | 1%
Cc1ccc(NC(=O)c2sc(=S)n(-c3cc(C)ccc3F)c2N)cc1 | 4%
O=C(Cn1nc(-c2nn(CC(=O)c3ccccc3)c3[n+]2CCCCC3)[n+]2c1CCCCC2)c1ccccc1 | 5%[57.5 µM]
COc1ccc(NCC(O)COc2ccc(C(C)(C)C)cc2)cc1 (stereo not drawn) | -1%
Cc1nc(NC(=O)C(Cl)Cl)sc1C(=O)N(C)C | 22%
Cc1cc2ncn(CS(C)(=O)=O)c2cc1C | 4%
CCOc1cc2[nH]c(=O)n(CCCCC(=O)NCc3ccco3)c(=O)c2cc1OCC | 12%
Cc1ccc(CN2CCN(/N=C/c3ccc(C(F)(F)F)cc3)CC2)c(C)c1 | 10%
Cc1cccc(NC(=O)C(CC(C)C)NC(=O)C2CCC(C)CC2)n1 (stereo not drawn) | 18%
CSc1nn2cc(CCN3CCOCC3)c(-c3ccc(F)cc3)nc2c1C#N | -12%
O=C(NNC(=S)Nc1cccc(C(F)(F)F)c1)c1ccccc1Cl | -5%
O=C(CCl)N(CCCNC(=O)C(F)(F)F)c1ccc([N+](=O)[O-])cc1 | -1%[57.5 µM]
CCOC(=O)CCNC(=O)N1CCCC(CCC(=O)N(C)CCc2ccccn2)C1 (stereo not drawn) | 7%
O=C(Nc1ccc2ccccc2c1)NC1CCS(=O)(=O)C1 (stereo not drawn) | -11%
c1ccc(C2c3[nH]c4ccccc4c3CCN2Cc2cccn2-c2cccnc2)nc1 (stereo not drawn) | 8%
COc1ccccc1NC(=O)COC(=O)c1ccc2c(c1)nc(C)n2-c1ccccc1 | -4%
CN(C)c1ccc(/C=C/C=N/Nc2nc(N3CCOCC3)nc(N3CCOCC3)n2)cc1 | -5%
CCOC(=O)c1nc(Nc2ccc(Nc3ccccc3)cc2)c2ccccc2n1 | 1%
O=C(Cn1c(C(F)(F)F)nc2ccccc21)N/N=C/c1ccco1 | 17%
CC1CN(C(=O)/C=C/c2ccc([N+](=O)[O-])s2)CC(C)O1 (stereo not drawn) | 1%
Additional results follow:
SMILES | ERK EGF block
N#CCCN(Cc1cccnc1)C(=S)Nc1ccc(OC(F)F)cc1 | -5%
COc1ccc(/C=N/NC(=O)Nc2cccc3nsnc23)cc1 | 22%
CC(C)=CCN1CCN(Cc2cccc3c2OCO3)CC1CCO (stereo not drawn) | 2%
COc1ccc(CCNC(=O)Cn2c(=O)n(-c3ccc(C)c(F)c3)c(=O)c3sccc32)cc1OC | 7%
C=C(C)CSc1nnc([C@@H]2CCCN2)o1 | 2%[57.5 µM]
Cc1nn(C)c(Cl)c1C(=O)NC(C(=O)O)c1ccccc1 (stereo not drawn) | -5%
COc1ccc(C(CCN2CCCC2)c2c(OC)cc(OC)c3c(-c4ccccc4)cc(=O)oc23)cc1 (stereo not drawn) | -13%[57.5 µM]
CCN(CC)CC(=O)Nc1scc2c1c(=O)oc1ccccc12 | -8%[57.5 µM]
CCCCNc1c([N+](=O)[O-])cc(C(=O)O)cc1[N+](=O)[O-] | -5%
O=C(CCC(=O)N1CCN(C(=O)c2ccco2)CC1)c1ccc(F)cc1 | -5%
O=C(/C=C/c1ccco1)NC1=NCCS1 | -9%
CS(=O)(=O)c1ccc(Sc2nc3ccccc3s2)c([N+](=O)[O-])c1 | 5%
CCOC(=S)SCC(=O)Nc1nc(-c2ccc(Br)cc2)cs1 | u
Cc1sc2c(c1C)C(=O)/C(=C\Nc1ccncc1)S(=O)(=O)N2C | 15%[57.5 µM]
CC(=O)Nc1c(I)c(NC(C)=O)c(I)c(C(=O)O)c1I | -5%[57.5 µM]
O=C(OCC(=O)N1N=C(c2ccc(Cl)cc2)CC1c1ccco1)c1ccco1 (stereo not drawn) | -12%
CCCCNC(=S)Nc1ccccc1Cc1ccccc1 | -11%
c1ccc2c(c1)ccc1ncccc12 | 0%
O=C1CC(C(=O)NC2CCCCC2)C2(CCCCC2)O1 (stereo not drawn) | 1%
COc1cccc(C(=O)Nc2nc(SCc3ccc(Cl)cc3)n[nH]2)c1 | 2%[57.5 µM]
Nc1nc2ncc(CNc3ccc(C(=O)N[C@@H](CCC(=O)O)C(=O)O)cc3)nc2c(=O)[nH]1 | 7%
COc1ccc(-c2nnc3sc(C(C)N4C(=O)c5ccccc5C4=O)nn23)cc1 (stereo not drawn) | 39%
CC(C)[C@@H]1NC(=O)c2cc([N+](=O)[O-])cc(I)c2NCCC[C@@H](C(N)=O)NC(=O)[C@H](CO)NC1=O | u
CCOC(=O)C1CCN(c2nc3c(C)cccn3c(=O)c2/C=C(\C#N)S(=O)(=O)c2ccccc2)CC1 | 4%[57.5 µM]
COC(=O)CN1C(=S)N(c2ccc(Cl)cc2)C(=O)C1CC(=O)Nc1ccc(F)cc1 (stereo not drawn) | u
O=C(CSc1nnc(-c2c[nH]c3ccccc23)o1)c1ccc(-c2ccccc2)cc1 | 9%
O=C(O)c1ccc2c(=O)n3c(nc2c1)/C(=C/c1ccccc1C(F)(F)F)CCCC3 | 4%
CCCCn1c(SCC(=O)N2CCCC2)nc2cc(S(N)(=O)=O)ccc21 | -4%
CCn1nc(C)c(NC(=O)c2ccc(Cl)cc2)c1C | -13%
CCC1(CC)Cc2ccccc2C(N)=C1C#N | -4%
COc1ccccc1NC(=S)NCCc1ccc(F)cc1 | 9%
O=C(NNS(=O)(=O)c1ccccc1F)c1sccc1-n1cccc1 | -2%
CCC(C)Sc1nc2c(c(=O)[nH]c(=O)n2C)n1CCc1ccccc1 (stereo not drawn) | 9%
CN(C(=O)COc1ccc(Cl)cc1Cl)c1nnc(C23CC4CC(CC(C4)C2)C3)s1 | 0%
CC1=CCC(C(=O)O)C(C(=O)Nc2nc3ccc(S(C)(=O)=O)cc3s2)C1 (stereo not drawn) | -2%
O=C1C(Oc2ccc(Cl)cc2)C(c2ccc3c(c2)OCO3)N1CC1CCCO1 (stereo not drawn) | 12%
CC(=O)Nc1cccc(-n2nnc(SCC(=O)Nc3ccccc3)n2)c1 | -7%[57.5 µM]
Cc1ccc(C(=O)Nc2ccc(S(=O)(=O)N3CCN(C)CC3)cc2)cc1 | 6%
COc1ccccc1NC(=O)N(Cc1ccco1)Cc1cc2c(C)ccc(C)c2[nH]c1=O | 3%
CC(C)CCOc1ncnc2c1sc1nc3c(cc12)CSC(C)(C)C3 | 2%
O=C(Cc1cccs1)NNC(=S)NC(=O)c1ccccc1 | 8%
Cc1nn2c(-c3ccncc3)ccnc2c1Br | 3%
CCCN1CCC(N2CCCC(C(=O)O)C2)CC1 (stereo not drawn) | 0%
Cc1cccc(NC(=O)C2CCCN2S(=O)(=O)c2ccc3c(c2)n(C)c(=O)c(=O)n3C)c1 (stereo not drawn) | 6%
C=CC(=O)N=c1sc2ccccc2n1-c1ccccc1 | 9%
NS(=O)(=O)c1ccc(NC(=S)NC(=O)C2CCCCC2)cc1 | 8%
Cn1ccnc1SCC(=O)Nc1nc2c(F)c(F)c(F)cc2s1 | -2%
CCOP(=O)(OCC)c1nc(-c2ccc(OC)cc2)oc1N1CCOCC1 | -19%[57.5 µM]
CCOCC(=O)Nc1ccc([N+](=O)[O-])cc1OC | -1%
COc1ccc(OC)c(NC(=O)COC(=O)CSc2ccc(Cl)cc2)c1 | -5%
O=C(CO/N=C/c1ccc(Cl)cc1Cl)NNC(=O)c1ccc(Cl)cc1Cl | 7%[57.5 µM]
CC(C)NC(=O)N1CCCC2(CCN(S(=O)(=O)c3ccccc3)CC2)C1 | -10%
COc1ccc(NC(=O)C2(c3cccs3)CCOCC2)cc1 | -5%
CCOC(=O)c1c(NC(=O)CNC2CCCCC2)sc(C)c1C | 3%
NC(=S)N=Nc1c(O)[nH]c2ccc(F)cc12 | -7%
CCC/C=C(\CCC)C(NC(=O)c1cccs1)c1ccc(C(F)(F)F)cc1 (stereo not drawn) | 0%
CSc1nc2c(c(=O)[nH]1)C(c1ccc(Cl)cc1)CC(=O)N2 (stereo not drawn) | 20%

Molecules shown so far that contain a nitro group on carbon, in the order listed:
SMILES | ERK EGF block
Cc1nc(N2CCCCC2)sc1C(=O)c1ccc(Cl)c([N+](=O)[O-])c1 | u
Cc1nc2ccccc2nc(=O)c1NNc1ccc([N+](=O)[O-])cc1 | -2%[57.5 µM]
CN(CCO)c1cc(N2CCC3(CC2)OCCO3)c2nonc2c1[N+](=O)[O-] | 3%
CN(/N=C/c1cc([N+](=O)[O-])ccc1O)c1ccccc1 | 1%
CCCC(=O)Nc1ccc(NC(=S)NC(=O)c2ccccc2[N+](=O)[O-])cc1 | 6%
Cc1cc(=O)oc2cc(OCC(=O)N/N=C/c3cc([N+](=O)[O-])ccc3O)ccc12 | 6%
CC1C/C(=N/Nc2ccc([N+](=O)[O-])cc2[N+](=O)[O-])CC(C)(C)C1 (stereo not drawn) | 13µM*
Cc1cc([N+](=O)[O-])nn1CC(=O)NCc1nc2ccccc2[nH]1 | 5%
O=C(CCl)N(CCCNC(=O)C(F)(F)F)c1ccc([N+](=O)[O-])cc1 | -1%[57.5 µM]
CC1CN(C(=O)/C=C/c2ccc([N+](=O)[O-])s2)CC(C)O1 (stereo not drawn) | 1%
CCCCNc1c([N+](=O)[O-])cc(C(=O)O)cc1[N+](=O)[O-] | -5%
CS(=O)(=O)c1ccc(Sc2nc3ccccc3s2)c([N+](=O)[O-])c1 | 5%
CC(C)[C@@H]1NC(=O)c2cc([N+](=O)[O-])cc(I)c2NCCC[C@@H](C(N)=O)NC(=O)[C@H](CO)NC1=O | u
CCOCC(=O)Nc1ccc([N+](=O)[O-])cc1OC | -1%

Among those listed so far, two contain a tert-butyl group.
SMILES | ERK EGF block
CC(C)(C)c1ccc(OCCNC(=S)NC(=O)c2cccnc2)cc1 | 7%
COc1ccc(NCC(O)COc2ccc(C(C)(C)C)cc2)cc1 (stereo not drawn) | -1%

These rows are one share of the data, so the mix of outcomes need not match the whole.
